mHTT-CaM PPI inh: mutant huntingtin-calmodulin interaction inhibitors – biochemical, AlphaScreen, primary screen; inhibition, % at 15 µM; AlphaScreen His-mHTT/GST-CaM binding, luminescence; 3.6% of 190,000 active; P42858;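 further: 0% = both proteins with DMSO and 100% = one protein alone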
Pf apPOL block: Pf-apPOL inhibitors, biochemical, fluorescence; Plasmodium falciparum apicoplast DNA polymerase (apPOL); Recombinant Pf-apPOL, molecular beacon fluorescence, 1.5 h; inhibition, % at 10 µM; 0.25% of 210,000 active; AID 1794808, 2022
* marks the source's active call; other numbers are inactive results; i = inactive; nt = no result given; & = joins results of further samples. No stated cut-off is given here; in the data, active means inhibition above about 50%; inactive means the rest. An unsorted share of the library. Share with any hit: about 3.6%.

The first four records as a preview:
SMILES	mHTT-CaM PPI inh	Pf apPOL block
Cc1cccc(CNC(=O)c2ccc(-c3cccc(F)c3)nc2)c1	-16	-14
Cc1cccc(CS(=O)(=O)Cc2ccc(C(=O)NC3CCCC3)o2)c1	-4	-15
O=Cc1cc(Cl)c(OCc2ccc(C(=O)O)cc2)c(Cl)c1	4	-6
CSc1nc(C)cc(Oc2ccc(OCc3ccccc3)nn2)n1	10	0

The listing, from the start:
SMILES	mHTT-CaM PPI inh	Pf apPOL block
Cc1cccc(CNC(=O)c2ccc(-c3cccc(F)c3)nc2)c1	-16	-14
Cc1cccc(CS(=O)(=O)Cc2ccc(C(=O)NC3CCCC3)o2)c1	-4	-15
O=Cc1cc(Cl)c(OCc2ccc(C(=O)O)cc2)c(Cl)c1	4	-6
CSc1nc(C)cc(Oc2ccc(OCc3ccccc3)nn2)n1	10	0
O=C1OC(c2ccc(Br)o2)=N/C1=C/c1ccc(F)cc1	7	-1
COc1ccccc1/C=C/CN1CCOCC1	-4	0
O=C(NC1CC2CC1N(C(=O)c1ccc(Cl)s1)C2)c1cccnc1 (stereo not drawn)	6	-2
O=C(CSc1ncnc2c1nnn2Cc1ccccc1)Nc1ccc2c(c1)OCCO2	-12	1
COc1ccc2nc(N=Cc3nc(-c4ccccc4Br)oc3O)sc2c1	1	-2
CCOC(=O)N1CCN(c2cc(C)c([N+](=O)[O-])cc2F)CC1	-8	4
Cc1ccc(OCCOCCn2cnc3ccccc3c2=O)c(Br)c1	-1	-2
Cc1noc(NS(=O)(=O)c2ccc(NC(=O)/C(C#N)=C/c3ccccc3)cc2)c1C	7	0
COc1ccc(CNC(=O)CCc2nc(-c3cccs3)no2)c(OC)c1	3	-7
COc1cc(Cl)c(C)cc1NC(=O)c1cc(S(=O)(=O)N2CCc3ccccc32)ccc1F	7	-1
O=C(C1CCCCC1)N1C[C@@H](O)[C@H](n2cc(-c3ccc(F)cc3)nn2)C[C@@H]1c1ccc(Cl)cc1	0	-1
Cc1nc2c(C(=O)NC3CCCCC3C)c[nH]n2c(=O)c1Cc1ccccc1F (stereo not drawn)	47	0
COc1ccc(-c2cc(=O)c3cc(Br)ccc3o2)cc1OC	-2&-4&-6	-3&-7&-2
COc1ccc(S(=O)(=O)N2CCN(Cc3ccc(OC)c(OC)c3)CC2)cc1	5	-5
COC(=O)COc1ccc2c(c1)OC(=Cc1cccc(OC)c1OC)C2=O	0	-4
COc1ccccc1Oc1coc2c(CN3CCCCC3C)c(O)ccc2c1=O (stereo not drawn)	-2	-5
CC(C)(C)CNC(C#N)=C(C#N)NCc1cccc(Cl)c1	nt	-5
O=C(Nc1nnc(C2CC(=O)N(c3ccccc3)C2)o1)c1nc2ccccc2s1 (stereo not drawn)	25	-1
COc1ccc(NC(=O)CCCn2c(=O)c3sccc3n(Cc3cc(C)ccc3C)c2=O)cc1	3	0
Cc1noc(C)c1S(=O)(=O)Nc1csc(C(F)(F)F)c1-c1ccccc1	nt	0
COc1cc(OC)c2c(-c3ccccc3)cc(=O)oc2c1C(CCN1CCCCC1)c1ccc2c(c1)OCO2 (stereo not drawn)	99*	-8

New compounds follow:
SMILES	mHTT-CaM PPI inh	Pf apPOL block
O=C(O)CCCC(=O)NCc1ccc2c(c1)OCO2	-3	-8
CCN(CC)Cc1c(O)ccc2c1OC(=Cc1cc(Br)ccc1OC)C2=O	39	1
C=CCC(CC=C)(NC(=O)c1ccc(F)cc1)c1ccccc1	-4	2
COc1ccc(C2Nc3ccccc3NC3=C2C(=O)CC(c2ccccc2)C3)cc1 (stereo not drawn)	26	-2
CCN(CC)C(=O)C1CCCN(Cc2ccc(F)cc2F)C1 (stereo not drawn)	-8	-1
Cc1cc(C2CCCN2C(=O)c2cc(-c3cccc(Cl)c3)on2)no1 (stereo not drawn)	-4	0
O=C(NCc1nnc(SCc2cccc3ccccc23)o1)c1c(F)cccc1F	9	-14
Fc1ccc(Br)cc1C1C=C(c2cccs2)Nc2ncnn21 (stereo not drawn)	14	2
CCOc1nccnc1NC1CCN(C(=O)c2ccnn2C)CC1	0	-5
Cc1cc(C)n(/N=C/c2ccc(Br)s2)c(=O)c1C#N	i	nt
COc1cccc(C2CC(c3cccc(OC)c3)n3nnnc3N2)c1 (stereo not drawn)	4	-10
CSc1ncccc1C(=O)NCc1cc(-c2ccccc2)on1	-10	-7
Cc1ccc(C(=O)Nc2ccc(S(=O)(=O)NC(C)(C)C)cc2)cc1C	-5	4
CCC1N(c2ccccc2)CCN1c1ccccc1	11	0
CN(C)S(=O)(=O)c1ccccc1[N+](=O)[O-]	nt	-3
O=C(CC(C(=O)N1CCc2ccccc21)n1ccnc1)NC1CCCCCCC1 (stereo not drawn)	15	-7
Cc1ccc(C2=CC(c3cccc(F)c3)n3ncnc3N2)cc1 (stereo not drawn)	2	-6
O=C(Nc1nccs1)C1CCN(C(=O)c2cccc(C(F)(F)F)c2)CC1	-10	-4
CCOCCCNC1=NCCNC12CCN(S(=O)(=O)c1cc(C)ccc1C)CC2	-3	1
CC(C)Cn1c(=O)c(N2CCN(S(=O)(=O)c3cccs3)CC2)nc2ccncc21	-1	-6
Cc1cccc(NC(=O)Cn2nc3c(cc2=O)CC(C)CC3)c1 (stereo not drawn)	-1	1
C#CCN1CC(N(C)CCOC(=O)CCCc2ccccc2)CS1(=O)=O (stereo not drawn)	-12	-6
CCN(CC)C(=O)Sc1nc2ccccc2s1	-16	-2
CCc1ccc(NC(=O)N(C2CCCCC2)C(C)c2cccnc2)cc1 (stereo not drawn)	0	-16
NNC(=O)OC12CC3CC(CC(C3)C1)C2	nt	-4

Reprinted from the entries so far (7 entries):
SMILES	mHTT-CaM PPI inh	Pf apPOL block
O=C(O)CCCC(=O)NCc1ccc2c(c1)OCO2	-3	-8
CCN(CC)Cc1c(O)ccc2c1OC(=Cc1cc(Br)ccc1OC)C2=O	39	1
C=CCC(CC=C)(NC(=O)c1ccc(F)cc1)c1ccccc1	-4	2
COc1ccc(C2Nc3ccccc3NC3=C2C(=O)CC(c2ccccc2)C3)cc1 (stereo not drawn)	26	-2
CCN(CC)C(=O)C1CCCN(Cc2ccc(F)cc2F)C1 (stereo not drawn)	-8	-1
Cc1cc(C2CCCN2C(=O)c2cc(-c3cccc(Cl)c3)on2)no1 (stereo not drawn)	-4	0
O=C(NCc1nnc(SCc2cccc3ccccc23)o1)c1c(F)cccc1F	9	-14

Returning to the listing, starting two compounds before the break.
SMILES	mHTT-CaM PPI inh	Pf apPOL block
CCc1ccc(NC(=O)N(C2CCCCC2)C(C)c2cccnc2)cc1 (stereo not drawn)	0	-16
NNC(=O)OC12CC3CC(CC(C3)C1)C2	nt	-4
O=C(CN1CCN(Cc2ccccc2)CC1)Nc1nccs1	0	-17
CCOc1cccc(C=NCCNC(=O)c2nonc2N)c1O	2	-2
NS(=O)(=O)c1cc2c3c(c1)C1C=CCC1C(c1ccc([N+](=O)[O-])cc1)N3CC1CC=CC21 (stereo not drawn)	63*	-8
Cc1nc(-c2ccccc2)sc1C(=O)NC(=O)c1ccccc1O	nt	2
COc1ccc(NC(=O)COc2ccc(Br)cc2Cl)c(OC)c1	-4	4
COc1cccc(NC(=O)C2(C)Oc3cccnc3N(C(C)C)C2=O)c1 (stereo not drawn)	-4	-6
O=C(Nc1ccc([N+](=O)[O-])cc1Cl)c1cc(Br)ccc1Cl	0	-9
COc1cc(NC(=Nc2nc(C)cc(C)n2)NC(=O)c2ccccc2)c(OC)cc1Cl	-3&0	-5&3
CC(C)Oc1ccc(CNC(=O)c2cn3c(n2)CCCC3)cc1	-4	-5
Cn1nc(-c2ccccc2)cc1C(=O)NCCn1nc(-c2ccc(Cl)cc2)ccc1=O	-6	-8
Cc1cc(C)cc(NC(=O)c2cccnc2)c1	-3	-4
Cc1ccccc1NC1=NC(C)(C)Cc2ccccc21	3	1
CCCCOCC1CN(CCCC)S(=O)(=O)c2c(Oc3ccc(OC)cc3)cccc2O1 (stereo not drawn)	-25	0
C/C(=C\C(=O)c1ccccc1)Nc1cccc(O)c1	21	-6
COc1cc(Cl)c(S(=O)(=O)NCc2ccco2)cc1Cl	-3	2
CCc1c(C)[nH]n(-c2ccc(Oc3ccccc3)c(S(=O)(=O)O)c2)c1=O	12	-1
N#CC1=C(N)Oc2n[nH]c(-c3ccc(F)cc3)c2C1c1cn[nH]c1-c1ccc(F)cc1 (stereo not drawn)	16	-3
COc1ccc(S(=O)(=O)CC(SC#N)c2ccccc2)cc1 (stereo not drawn)	-1&-16	-10&-10
C/C(Cl)=C\CSc1nc2c(c(=O)[nH]c(=O)n2C)n1C(C)C	-1	1
COc1cccc(C2=COC3(CCCN(C(=O)c4ccc(F)cc4)C3)C2)c1 (stereo not drawn)	-18	-3
Cc1ccc(NC(=O)N2CCc3[nH]cnc3C2c2ccncc2)cc1C (stereo not drawn)	4	-1
O=C(c1ccccc1)N1CCC(n2c(-c3ccco3)nc3cccnc32)C1 (stereo not drawn)	7	-4
CC1=C(C(=O)Nc2ccc(Cl)cc2)C(c2ccncc2)C(C#N)=C(SCC(N)=O)N1 (stereo not drawn)	5	0
O=C(NCCc1ccccc1Cl)c1cc(S(=O)(=O)N2CCc3ccccc32)ccc1F	1	-4
COc1cc(/C=C2\C(=O)NN(c3ccc(C)c(Cl)c3)C2=O)ccc1OCC#N	4	1

Among those listed so far, these contain a tert-butyl group.
SMILES	mHTT-CaM PPI inh	Pf apPOL block
CC(C)(C)CNC(C#N)=C(C#N)NCc1cccc(Cl)c1	nt	-5
Cc1ccc(C(=O)Nc2ccc(S(=O)(=O)NC(C)(C)C)cc2)cc1C	-5	4

Other compounds follow:
SMILES	mHTT-CaM PPI inh	Pf apPOL block
CC(NC(=O)C1CCN(Cc2cn(C)c3ccccc23)CC1)c1ccc(F)cc1 (stereo not drawn)	7	-1
Cc1cc(C=C2C(=O)c3ccccc3C2=O)c(C)n1-c1ccncc1	7	2
c1ccc2sc(NCCc3ccncc3)nc2c1	-4	-14
Cn1cc(CCCC(=O)NCc2cccs2)c2ccccc21	9	-14
CSc1ccc(NC(=O)N2CCN(C3=CC4=NC(C)CN4C=N3)CC2)cc1 (stereo not drawn)	11	2
O=C(Cc1cc(=O)[nH]c(=O)[nH]1)NCCc1ccccc1	-3	-3
CC1CCN(C(=O)C2(S(=O)(=O)c3ccc(Cl)cc3)CC2)CC1	1	-1
COCCNC(=O)C1(C)CCC(=O)N1Cc1ccc(OC)cc1 (stereo not drawn)	-4	1
COc1ccc(CNC(=O)C2CC(=O)N(c3ccc(OCc4ccc(F)cc4)cc3)C2)cc1 (stereo not drawn)	-14	-2
COc1cccc(NC(=O)C2CCCN(c3nnc4cccc(C)n34)C2)c1 (stereo not drawn)	11	2
O=C(NCc1[nH]nc2ccccc12)c1ccoc1	1	-3
Cc1cc(NC(=S)NNC(=O)c2cccnc2Oc2ccccc2)ccc1Br	nt	-31
COCC(=O)Nc1cc(N2CCCS2(=O)=O)ccc1C	-1	-5
O=C(Nc1ccc2ncnc(N3CCCCC3)c2c1)c1ccccc1F	55*	2
Cc1ccccc1CNC(=O)CN1CCN(C(=O)Nc2ccc(Cl)cc2)CC1=O	-3	-1
CCN(C(=O)c1cnc2n(c1=O)CCS2)c1cccc(C)c1	1	0
Cc1ccc(N2C=C(C#N)S(=O)(=O)c3c(F)cccc32)c(C)c1	0	1
O=C(NCc1cccc(Cl)c1)c1cc(N2CCSCC2)nc2ccccc12	-20	-4
Cc1ccc2c(c1)N(C(=O)Nc1cccc(C)c1C)CCO2	4	-4
Brc1cc2c(cc1Br)OCCOCCOCCO2	-1	-12
Cc1c(C2=NC(C)(C)CO2)cccc1[N+](=O)[O-]	-1	-2
CCCCC[C@H]1CN(CCc2ccccc2)C(=O)[C@@H]1CC(=O)NCc1ccc(OC)cc1	75*	-5
CCOC(=O)C1CCc2sc(NC(=O)c3n[nH]c4ccccc34)nc21 (stereo not drawn)	98*	9
Cc1ccc(NC(=O)C2CCCN(C(=O)c3ccc(F)c(F)c3)C2)cc1C (stereo not drawn)	8	-6
O=C(Nc1ccc(Cl)cc1[N+](=O)[O-])c1cccs1	26	-4

(continued)
SMILES	mHTT-CaM PPI inh	Pf apPOL block
c1ccc2c(c1)-c1ccccc1C2N1CCNCC1	1&2	-9
COc1ccc2nc(NC(=O)C3CC(=O)N(CCc4c[nH]c5ccc(C)cc45)C3)sc2c1 (stereo not drawn)	85*	-1
COc1ccccc1Nc1c2c(nc3ccccc13)CCC2	0	-6
Cc1cccc(OCCn2c(S(=O)(=O)O)nc3ccccc32)c1	4	3
COc1ccc(C2CC(c3ccc(Br)cc3)Nc3ncnn32)c(OC)c1 (stereo not drawn)	57*	-4
N#Cc1ccc(C(c2c(O)[nH]c(=O)[nH]c2=O)c2c(O)[nH]c(=O)[nH]c2=O)cc1	4	0
C=CCn1c(SCc2nc3ccccc3[nH]2)nc2sc(C)c(C)c2c1=O	9	-7
Cc1cc(OCC(=O)Nc2ccccc2F)nc(N2CCCC(C)C2)n1 (stereo not drawn)	0	6
O=C(CC(c1ccccc1)c1ccccc1)N1CCN(c2ccc3nncn3n2)CC1	28	2
COc1cc(C(=O)N2CCC(CC(=O)N3CCCC3)CC2)cc(OC)c1OC	-10	0
CCCCCC1CCC(/C(C)=N/NC(N)=O)CC1 (stereo not drawn)	i	nt
OC12OC34CCCCC3CC13CCCC2CC1CCCCC13O4 (stereo not drawn)	-4	-3
CCOc1ccc(C(=O)N2CCCC(c3nc(-c4cccc(NC(=O)CC)c4)no3)C2)cc1 (stereo not drawn)	1	-6
Cn1cc(C(=O)ON=C(N)c2ccc(C(C)(C)C)cc2)c(C(F)(F)F)n1	nt	-4
O=C(O)CC(NC(=O)c1ccco1)c1ccccc1 (stereo not drawn)	-7	-8
Cc1c2c(nc3ccccc13)OC(C)C2 (stereo not drawn)	0	nt
CC(C)(C)c1ccc(OCC(=O)Nc2ccc(CC(=O)N3CCOCC3)cc2)cc1	-16	-22
